# Ba/F3 V617F tox: reduced viability of JAK2V617F-dependent Ba/F3 cells, primary screen, JAK2V617F inhibitor project, cell-based, Ba/F3 EpoR-JAK2V617F, luminescence; ATP luminescence; inhibition, % at 5.6 µM; 1.1% of 220,000 active;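 active = inhibition above the campaign mean plus 3 SD over all tested compounds, cut at about 24% in these data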;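 note: cytokine-independent growth of Ba/F3 cells driven by EpoR plus mutant JAK2; 0% = DMSO-treated cells and 100% = JAK inhibitor I control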
# PGE2 EP2 inh: human EP2 receptor antagonists, primary screen, TR-FRET cAMP, C6 glioma cells. C6 glioma cells expressing human EP2; cells stimulated with saturating PGE2. Prostaglandin E2 receptor EP2 subtype (Homo sapiens), P43116. 0.52% of 260,000 active. inhibition, % at 25 µM;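 active = percent inhibition above 40 after rounding to a whole number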;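 note: rat C6 glioma host cells with rolipram phosphodiesterase inhibitor present; the protocol text gives 20 µM as final concentration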
# p97 inhibitor: inhibitors of human p97 ATPase, primary screen, biochemical; Transitional endoplasmic reticulum ATPase (Homo sapiens), P55072; recombinant p97 ATPase, Kinase-Glo ATP luminescence, 3 h; inhibition, % at 8 µM; 0.42% of 220,000 active; in the data active = inhibition above about 15%;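 note: 0% = DMSO vehicle and 100% = wells lacking enzyme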
# BaF3 tox: parental Ba/F3 cell viability inhibition, counter-screen for JAK2V617F inhibitor project, murine pro-B, CellTiter-Glo luminescence. CellTiter-Glo ATP luminescence. inhibition, % at 5.6 µM. 1.1% of 220,000 active. AID 1486, 2009;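 active = inhibition above a per-campaign cutoff, the mean inhibition of all tested compounds plus 3 SD, cut at about 27% in these data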;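 note: 0% = DMSO wells and 100% = JAK Inhibitor I control wells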
# PPC-1+TRAIL kill: compounds killing PPC-1 cancer cells with TRAIL present, primary screen, TRAIL potentiator project, ATPLite luminescence, uHTS. PPC-1 cells + TRAIL, ATPLite viability luminescence. 0.41% of 220,000 active. AID 1443, 2008. cell killing (% activity), % at 4 µM;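 active = cell killing above 50% in the first pass at 4 µM, then a duplicate retest at 5 µM averaging 50% or more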;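 note: plate controls were cells with TRAIL plus DMSO for no effect and medium-only wells lacking cells for full effect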
# Tb hexokinase: Trypanosoma brucei hexokinase 1 inhibitors, primary screen, biochemical, G6PDH-coupled NADH absorbance, MLSCN library; hexokinase 1 [Trypanosoma brucei]; recombinant TbHK1, G6PDH-coupled NADH A340; inhibition, % at 10 µM; 0.11% of 220,000 active;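 active = inhibition of 50% or more in the single-dose primary screen; inactive = inhibition below 50%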
# RBBP9 inh: human RBBP9 inhibitors, primary screen, biochemical, fluorescence polarization, FP-Rh probe, HTS | inhibition, % at 7.94 µM | AID 1515, 2009 | 0.2% of 220,000 active | recombinant RBBP9 | Serine hydrolase RBBP9 (Homo sapiens), O75884;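 active = inhibition above the campaign mean of all tested compounds plus 3 SD, cut at about 14% in these data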;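 note: plate controls were DMSO wells with RBBP9 for no effect and wells lacking RBBP9 protein for full effect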
# Target sequence (O75884 whole entry, looked up): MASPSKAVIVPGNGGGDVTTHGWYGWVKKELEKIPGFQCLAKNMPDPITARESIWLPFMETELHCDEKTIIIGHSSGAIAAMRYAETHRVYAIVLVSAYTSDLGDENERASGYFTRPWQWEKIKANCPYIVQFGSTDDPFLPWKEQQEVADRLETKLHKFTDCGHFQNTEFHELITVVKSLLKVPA
#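 Measured by: FP readout at 525/598 nm; material: recombinant human RBBP9; also added: Serine-hydrolase probe FP-Rh, 375 nM pre-mixing; medium: Tris buffer pH 8.0, NaCl, Pluronic; replication: one well per compound; doses: one concentration, 7.94 µM nominal, 0.794% DMSO; timing: preincubation 30 min plus labeling 45 min at 25 °C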
# Furin inhibitor: human furin inhibitors, primary screen, biochemical, fluorescence intensity. P09958. purified furin, fluorogenic substrate cleavage. inhibition, % at 30 µM. 0.061% of 220,000 active; in the data active = inhibition above about 25%; note: inactives centre near -15
# Target sequence (P09958 108-714 limits assumed): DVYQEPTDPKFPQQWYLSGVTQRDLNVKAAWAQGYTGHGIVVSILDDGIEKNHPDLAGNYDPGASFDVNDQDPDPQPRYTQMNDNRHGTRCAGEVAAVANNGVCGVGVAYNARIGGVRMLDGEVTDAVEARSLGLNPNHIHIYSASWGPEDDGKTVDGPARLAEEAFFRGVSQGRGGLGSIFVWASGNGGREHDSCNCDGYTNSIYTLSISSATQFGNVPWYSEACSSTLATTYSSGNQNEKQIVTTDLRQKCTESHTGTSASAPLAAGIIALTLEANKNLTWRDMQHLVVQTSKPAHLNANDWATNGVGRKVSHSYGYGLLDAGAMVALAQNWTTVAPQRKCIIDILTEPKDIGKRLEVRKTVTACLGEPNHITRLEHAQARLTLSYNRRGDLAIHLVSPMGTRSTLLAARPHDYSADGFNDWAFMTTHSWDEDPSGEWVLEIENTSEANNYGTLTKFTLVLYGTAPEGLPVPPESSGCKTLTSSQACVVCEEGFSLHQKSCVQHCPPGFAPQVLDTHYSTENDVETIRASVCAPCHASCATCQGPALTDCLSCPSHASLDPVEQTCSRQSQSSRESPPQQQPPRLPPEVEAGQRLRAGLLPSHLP
# p47phox inh: p47phox/p22phox peptide binding inhibitors, primary screen, biochemical, uHTS, NADPH oxidase regulatory subunit; Neutrophil cytosol factor 1 (Homo sapiens), P14598; fluorescence polarization, 2 h; inhibition, % at 24.7 µM; 0.53% of 220,000 active; AID 1274, 2008;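 active = inhibition above about 30%, limit read from the data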;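 note: 0% = p47phox with labelled peptide and 100% = labelled peptide alone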
# An asterisk follows results filed as active; nt = not tested or not shown; [ ] = remark or other dose.
SMILES,Ba/F3 V617F tox,PGE2 EP2 inh,p97 inhibitor,BaF3 tox,PPC-1+TRAIL kill,Tb hexokinase,RBBP9 inh,Furin inhibitor,p47phox inh
CCCCC(CCCCl)C(=O)Nc1ccccc1 (stereo unspecified),2,8,-3,2,-3,9,-12,-18,4
CC(=O)Nc1ccccc1C(=O)C(=O)Nc1cccc(C(=O)NCc2ccccc2)c1,3,7,0,9,-4,23,-4,-3,-7
O=C1CC(c2ccsc2)c2cc3c(cc2N1)OCCO3 (stereo unspecified),3,3,-1,7,16,1,0,-17,-6
CC1CCCCN1S(=O)(=O)c1ccc(C(=O)Nc2nnc(-c3cccs3)o2)cc1 (stereo unspecified),36*,9,3,34*,6,8,-13,-6,-19
Cc1cc(C)c(C(=O)C[n+]2cccc(C(N)=O)c2)c(C)c1,-2,4,-4,-3,4,-3,-11,-22,-1
C=CCNC(=S)NNc1nc2c(c(=O)[nH]1)C1(CCCC1)Cc1ccccc1-2,-4,6,5,1,1,-3,7,-18,-19
COc1ccc(CNC(=O)C2CCCN2CCc2ccccc2)cc1OC (stereo unspecified),5,4,-3,10,10,-2,-1,-14,-9
O=C(c1cccnc1)N1CCN(S(=O)(=O)c2ccc(S(=O)(=O)N3CCCC3)cc2)CC1,-4,3,14,1,7,1,-5,1[20 µM],-2
COc1ccc(CNc2ccc(-c3ccc(OC)cc3)nn2)cc1,3,8,-5,0,19,3,2,-10,-5
N/C(=N\OC(=O)/C=C/c1ccccc1)c1ccccc1,0,-3,0,5,-2,-1,-3,-27[20 µM],-11

# Just p97 inhibitor and p47phox inh (two entries from above):
mol	p97 inhibitor	p47phox inh
O=C(c1cccnc1)N1CCN(S(=O)(=O)c2ccc(S(=O)(=O)N3CCCC3)cc2)CC1	14	-2
COc1ccc(CNc2ccc(-c3ccc(OC)cc3)nn2)cc1	-5	-5

# Continued:
SMILES,Ba/F3 V617F tox,PGE2 EP2 inh,p97 inhibitor,BaF3 tox,PPC-1+TRAIL kill,Tb hexokinase,RBBP9 inh,Furin inhibitor,p47phox inh
Cc1ccnc(N2CCC(C(=O)NC3CCCCCC3)CC2)n1,-3,6,1,5,-8,2,-3,-24,-3
CCN(CC)CCOC(=O)c1ccccc1Br,-2,11,0,1,nt,-6,-6,-41,-16
CCN(CC)NC(=S)Nc1ccccc1,-3,6,2,3,16,1,-1,-14[20 µM],4
O=C(CCSc1ccc(Cl)cc1)N1CCN(c2ncccn2)CC1,-1,7,0,6,1,-3,-8,-18,-14
O=C(NC1(O)C(=O)c2ccccc2C1=O)c1c(Cl)cccc1Cl,2,7,20*,5,18,-6,0,-22,-11
c1csc(Cc2nc(-c3ccc(-n4cccc4)cc3)no2)c1,-7,11,2,6,nt,4,-3,-28,nt
CC(C)CNC(=O)Cn1nc(C(F)(F)F)c2c1CCCC2,5,2,-1,8,-1,8,-4,-9,-5
O=C(CSc1ccccc1C(=O)O)NCc1ccccc1,0,8,7,7,4,4,-5,-29,-8
CC(C)(C)SCCNC(=O)c1cccc([N+](=O)[O-])c1,2,3,3,6,14,31,-5,-8,-2
Cc1c(NC(=S)NC(NC(=O)CC(C)C)C(Cl)(Cl)Cl)c(=O)n(-c2ccccc2)n1C (stereo unspecified),1,8,6,5,9,1,-5,-20,-5

# One compound at a time (already shown). Screens in order: Ba/F3 V617F tox, PGE2 EP2 inh, p97 inhibitor, BaF3 tox, PPC-1+TRAIL kill, Tb hexokinase, RBBP9 inh, Furin inhibitor, p47phox inh
# Entry for O=C(NC1(O)C(=O)c2ccccc2C1=O)c1c(Cl)cccc1Cl : 2, 7, 20*, 5, 18, -6, 0, -22, -11
# Entry for CCN(CC)CCOC(=O)c1ccccc1Br : -2, 11, 0, 1, nt, -6, -6, -41, -16
# Entry for CC(C)(C)SCCNC(=O)c1cccc([N+](=O)[O-])c1 : 2, 3, 3, 6, 14, 31, -5, -8, -2
# Entry for O=C(CSc1ccccc1C(=O)O)NCc1ccccc1 : 0, 8, 7, 7, 4, 4, -5, -29, -8

# (list continues)
SMILES,Ba/F3 V617F tox,PGE2 EP2 inh,p97 inhibitor,BaF3 tox,PPC-1+TRAIL kill,Tb hexokinase,RBBP9 inh,Furin inhibitor,p47phox inh
Cc1cc(NC(=O)c2ccco2)ncc1NC(=O)CCc1ccccc1,1,nt,-3,0,-3,-3,0,-19,-14
CCCCCC(=O)N1CC2(CC(c3cccc(NC(=O)CC)c3)=NO2)C[C@H]1C(N)=O (stereo partly specified),nt,19,nt,nt,8,-6,nt,-27,-18
Cc1ccc(CNS(=O)(=O)c2cccc3nsnc23)cc1,4,6,-5,6,10,-12,-6,-6,10
CC1CCCC(NC(=O)c2ccc3c(=O)n(CC4CCCO4)c(=O)[nH]c3c2)C1C (stereo unspecified),-2,6,3,2,16,5,-6,-29,-6
Cn1c(COc2ccccc2)nnc1SCC(=O)NNC(=O)C1CCCCC1,-1,3,6,2,7,-3,0,-17,-1
Cc1ccc(CNc2oc(COc3ccccc3Cl)nc2C#N)cc1,-2,10,-5,1,13,-9,-15,-4,5
CCCCn1c(C)cc2cc(O)ccc21,-2,6,-2,0,28,1,-1,-21,-11
CC(c1ccccc1)n1cc(C(=O)NCCN2CCOCC2)nn1 (stereo unspecified),3,19,-5,2,6,-2,-7,-21[20 µM],-5
O=C(CSCc1c(F)cccc1Cl)NCc1ccco1,1,14,-7,4,-25,-4,-12,4[20 µM],-22
CCOc1ccc(N(C(=O)c2ccccc2Cl)C2=NC(C)(C)CS2)cc1,0,3,-1,4,21,-5,-3,-16,-5
O=C(NCCc1ccccc1)C1CCN(S(=O)(=O)c2ccc(Br)s2)CC1,4,5,-1,8,48,7,-2,1,2
O=C(Cc1cccs1)Nc1ccc(-c2nc3ccccc3[nH]2)cc1,0,36,-1,3,34,-4,-5,-17[20 µM],-5
COc1cc(N/C(N)=N/c2nc(C)cc(C)n2)c(OC)cc1Cl,1,8,6,3,16,5,10,-24,10
CCC1CCCCN1CCCNC(=O)c1ccc(CS(=O)(=O)Cc2ccccc2F)o1 (stereo unspecified),-4,20,1,4,20,3,-5,-14[20 µM],-67
COc1ccc2c(CC(=O)Nc3nnc(C4CC4)s3)coc2c1,-7,15,4,2,19,-4,4,-17[20 µM],-24
Cc1snc(S(=O)(=O)/C(C#N)=N/Nc2ccc(C(F)(F)F)cc2)c1C#N,-3,9,1,3,3,-31,0,-16[20 µM],5
O=C1CCCN1c1ccc(S(=O)(=O)NCCOc2ccccc2)cc1,2,8,1,5,26,0,1,-16[20 µM],-10
CN(C)CCCN(Cc1ccccc1)C(=S)Nc1ccc(SC(F)F)cc1,36*,3,-1,18,18,-5,-4,-24,15
CCCNC(=O)C(NS(=O)(=O)c1ccc2c(c1)c(=O)n(C)c(=O)n2C)c1ccccc1 (stereo unspecified),3,8,-3,1,-12,-1,-3,-20,0
O=c1c(-c2ccco2)[n+]([O-])c2ccccc2n1OCc1ccccc1F,-2,5,4,5,19,-8,15*,-15[20 µM],-7
Cc1[nH]c2ccccc2c1Cc1nnc(SCCC#N)o1,-3,11,4,2,19,-2,-6,-14[20 µM],-13
Cc1nc(=O)c(-c2ccccc2)c(C)n1CCCO,1,nt,3,3,11,0,-6,-7,-9
CCC1(C)C2(C#N)C(N)=NC(OC)(OC)C12C#N (stereo unspecified),-4,10,4,-2,19,10,-7,-9[20 µM],-13
O=C1NCCN1CCNS(=O)(=O)c1ccc2ccccc2c1,0,2,4,3,9,5,-5,-33,-4
CCNC(=S)Nc1ccc(Cl)cc1Cl,-3,3,6,6,8,-2,-7,12,-7
CCCCC(c1nnnn1C1CCCC1)N1CCN(C2CCCCC2)CC1 (stereo unspecified),-2,10,0,4,4,9,6,-13[20 µM],-16
CN(C)CC/C=C1/c2ccccc2Sc2c(O)cc(Cl)cc21,2,14,3,2,11,1,1,-17[20 µM],-1
CCCc1cc(=O)n2[nH]c(NCc3ccc(OC)cc3)nc2n1,0,3,-1,4,-3,-4,-7,-29,-9
COc1ccc(-c2c(C#N)c(N)nc3c2CCc2ccccc2-3)cc1OC,22,5,0,10,23,-11,-9,-23[20 µM],-22
CC(C)(C)c1ccc(CNc2cc(N3CCOCC3)ccc2[N+](=O)[O-])cc1,-4,4,1,2,7,-2,-1,-15[20 µM],-3
Cc1cc(NC(=O)COC(=O)c2cccc(O)c2)no1,0,2,6,6,7,3,-8,-23,-4
Nc1c(C(O)(C(F)(F)F)C(F)(F)F)ccc2ccccc12,1,6,2,1,nt,-1,3,-23,-4
CC(=O)Oc1ccccc1N(C(C)=O)S(=O)(=O)c1cccc([N+](=O)[O-])c1,0,6,-1,2,8,1,-7,-11,8
COCCN1C=C(C(=O)OC)C(c2cc3c(cc2Br)OCO3)C(C(=O)OC)=C1,1,7,0,3,-2,-7,-2,-33[20 µM],-14
COc1cccc(OCC(O)CN2CCN(c3ncccn3)CC2)c1 (stereo unspecified),-2,3,4,0,24,7,-8,2,-4
COc1ccc(CN2CCN(Cc3cccc4nonc34)CC2CCO)c(C)c1C (stereo unspecified),3,5,1,2,6,-14,-1,-25,5
CNC(=O)COC(=O)c1ccc([N+](=O)[O-])cc1Cl,0,6,2,1,23,0,-6,-7,1
CC(C)(C)c1cc(CN(CCO)CCO)cc(C(C)(C)C)c1O,-3,14,-8,0,0,8,-10,-15[20 µM],5
O=C(CCCN1C(=O)c2cccnc2C1=O)Nc1ccccc1F,-7,-2,8,-1,8,-1,3,-16,3
C=CCn1c(C)cc(C(=O)CSc2nc3ccccc3o2)c1C,4,3,-9,7,22,0,-9,-9[20 µM],-19
CC(=O)N/C(=N/c1nc(C)cc(C)n1)Nc1ccc(NC(C)=O)cc1,-6,7,0,1,6,-11,-7,-14[20 µM],-3
CCCCSc1nnc(-c2ccc(NC(=O)CC)cc2)n1C,-1,11,1,4,6,-2,-11,-19[20 µM],-4
COC(=O)C(=C/C=C/c1cccnc1)C(=O)OC,-1,12,5,4,-5,-28,5,-4,8
O=C(NC(=S)NC1CCSC1=O)c1cccs1 (stereo unspecified),-2,6,6,1,7,-3,-7,-18,-4
CCCCNCc1ccc(OCc2ccc(Cl)nc2)c(OC)c1,-1,19,-1,0,8,6,-16,-17,3
Cc1ccc(NNC(=O)c2ccno2)c(C)c1,-5,9,8,2,10,-8,-8,-9,-5
Cc1ccc(NS(=O)(=O)c2ccc(NC(=O)c3ccc(Br)o3)cc2)c(C)c1,3,10,2,5,32,8,-52,-5[20 µM],-10
Cc1oc(-c2ccoc2)nc1CN(Cc1ccccc1)CC1CC1,-3,14,2,4,19,-3,-2,-24,-13
COc1ccc(N2CCN(C(=O)CN3CCN(c4nc(-c5ccc(F)cc5)cs4)CC3)CC2)cc1,-3,7,6,4,14,-12,-2,-28,0
Cn1cnnc1SC(C(=O)Nc1cc(Cl)cc(Cl)c1)c1ccccc1 (stereo unspecified),-2,10,2,2,9,4,0,-10[20 µM],-18
Cc1ccc(NS(=O)(=O)c2cc(C(=O)Nc3cccc([N+](=O)[O-])c3)ccc2C)cc1,-2,0,8,4,11,9,-20,-24,-10
CCOc1ccc(NS(=O)(=O)c2ccc(NC(=O)C3CCCO3)cc2)cc1 (stereo unspecified),1,4,2,4,-2,-8,2,-23[20 µM],1
COc1ccc(OCC(=O)N/N=C\c2ccco2)cc1,3,2,-5,5,0,4,-10,-17,7

# Not all compounds are listed. The share of hits here may be higher or lower than overall.
